thrombin 1536: thrombin (human) inhibition; P00734; alpha-thrombin, Boc-VPR-AMC fluorogenic substrate cleavage; inhibition, % at 5 µM; 0.26% of 220,000 active; AID 1046;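 active = inhibition at or above 40%; inactive = inhibition below 40%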;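 note: 0% = enzyme with no compound and 100% = wells without enzyme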
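Material: human alpha-thrombin enzyme / Medium: pH 7.5 Tris (50 mM) with NaCl 150 mM, Tween 20 0.05% / Compound: single-point dosing at 5 µM, 0.2% DMSO / Incubation: enzyme reaction carried out at room temperature / Detection: AMC fluorescence, 355/460 nm / Read-out basis: percent inhibition scaled between no-compound controls and no-enzyme blanks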
Furin inh: blocks human furin protease activity; AID 463115; inhibition, % at 30 µM; 0.061% of 220,000 active; purified furin, fluorogenic substrate cleavage; in the data active = inhibition above about 25%; note: inactives centre near -15
Target sequence (P09958 108-714 limits assumed): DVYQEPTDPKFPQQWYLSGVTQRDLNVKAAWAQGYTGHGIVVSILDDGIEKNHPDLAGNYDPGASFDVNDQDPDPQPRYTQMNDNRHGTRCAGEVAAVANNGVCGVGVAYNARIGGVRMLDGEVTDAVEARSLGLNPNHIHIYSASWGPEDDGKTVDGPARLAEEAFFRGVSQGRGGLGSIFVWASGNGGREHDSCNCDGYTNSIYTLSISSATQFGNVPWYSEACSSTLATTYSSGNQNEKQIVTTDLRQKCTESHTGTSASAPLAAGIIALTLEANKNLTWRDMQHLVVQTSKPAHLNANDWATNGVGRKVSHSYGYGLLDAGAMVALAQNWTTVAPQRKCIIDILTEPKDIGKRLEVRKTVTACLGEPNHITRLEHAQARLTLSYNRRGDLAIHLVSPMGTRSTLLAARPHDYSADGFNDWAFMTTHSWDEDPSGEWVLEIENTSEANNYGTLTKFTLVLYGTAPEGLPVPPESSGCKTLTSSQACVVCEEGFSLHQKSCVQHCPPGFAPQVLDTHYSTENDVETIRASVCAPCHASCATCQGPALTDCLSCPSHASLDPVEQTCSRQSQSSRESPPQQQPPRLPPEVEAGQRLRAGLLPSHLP
EBV gp42 inh: EBV gp42 inhibition. inhibition, % (tested at 21.74 µM). Fluorescence polarization binding assay, mP read-out. Q1HVG2. 0.42% of 220,000 active; in the data active = inhibition above about 50%
Target sequence (Q1HVG2 whole entry, looked up): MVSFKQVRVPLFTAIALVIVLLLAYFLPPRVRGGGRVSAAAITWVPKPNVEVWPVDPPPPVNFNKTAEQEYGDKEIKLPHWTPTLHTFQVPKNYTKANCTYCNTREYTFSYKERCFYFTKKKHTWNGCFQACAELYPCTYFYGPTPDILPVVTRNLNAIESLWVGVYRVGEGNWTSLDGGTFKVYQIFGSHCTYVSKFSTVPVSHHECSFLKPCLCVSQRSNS
PPC-1+TRAIL kill: compounds killing PPC-1 cancer cells with TRAIL present (potentiator screen, no TRAIL-free arm); cell killing (% activity), % at 4 µM; PPC-1 cells + TRAIL, ATPLite viability luminescence; AID 1443; 0.41% of 220,000 active;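 active = cell killing above 50% in the first pass at 4 µM, then a duplicate retest at 5 µM averaging 50% or more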;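 note: plate controls were cells with TRAIL plus DMSO for no effect and medium-only wells lacking cells for full effect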
Calpain2 inh: blocks pig calpain II enzyme activity; purified calpain II, fluorogenic peptide substrate, 30 min; inhibition, % at 16 µM; 0.37% of 220,000 active; AID 1236;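 active = inhibition above about 50%, limit read from the data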
TRPN1 ag: agonists of zebrafish TRPN1 channel | AID 1424 | activation, % at 3 µM | HEK293 zebrafish TRPN1-YFP, Fluo-8 calcium fluorescence; 100% = response to 87 µM carbachol | 0.18% of 220,000 active;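 active = activation above its plate's cutoff, the mean activation of test wells on that plate plus 3 SD, cut at about 19% in these data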;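 note: 0% = DMSO alone and 100% = 87 µM carbachol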
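Assay system: Zebrafish TRPN1-YFP in HEK293 cells | Incubation: Dye loading 1 h at 37 °C, then 30 min room temperature | Measured by: Kinetic Fluo-8 fluorescence, ex 470-495, em 515-575 nm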
TbHK1 inh: blocks Trypanosoma brucei hexokinase 1 activity | recombinant TbHK1, G6PDH-coupled NADH A340 | inhibition, % at 10 µM | 0.11% of 220,000 active | AID 1430;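 active = inhibition of 50% or more in the single-dose primary screen; inactive = inhibition below 50%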
TRPML3 agonist: agonists of human TRPML3 channel. HEK293 TRPML3-YFP, Fluo-8 calcium fluorescence; 100% = the carbachol control signal. 0.29% of 220,000 active. activation, % at 3 µM. Q8TDD5. AID 1448;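 active = activation above its plate's cutoff, the mean activation of the plate's test wells plus 3 SD, cut at about 12% in these data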;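 note: 0% = DMSO only wells and 100% = carbachol wells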
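Material: TRPML3-YFP stable HEK293 cells | Dosing: One concentration, 3 µM nominal, 0.3% DMSO | Timing: 125 s total fluorescence read per well | Technique: Fluo-8 calcium dye fluorescence, ex 470-495, em 515-575 nm | Measure: Percent activation from peak-to-basal fluorescence ratio, scaled between DMSO and carbachol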
KCC2 mod: KCC2 (human) Cl- transport modulation. Q9H2X9. KCC2 cells, thallium flux FluoZin-2 fluorescence. B-score of Tl+ flux slope (higher = more flux/activation; lower = inhibition) at 10 µM. 2.2% of 190,000 active. AID 1456;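 active = thallium flux slope and its plate-corrected score both differing from the plate sample mean at a set confidence after two filtering rounds, in either direction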;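 note: slope of fluorescence scaled to starting intensity during 10 to 20 s after thallium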
Active calls of the source: *; / = not tested or not shown; [ ] = remark or other dose. This is a subset (hit frequency here may not be typical).

SMILES	thrombin 1536	Furin inh	EBV gp42 inh	PPC-1+TRAIL kill	Calpain2 inh	TRPN1 ag	TbHK1 inh	TRPML3 agonist	KCC2 mod
O=c1[nH]c(=O)n(-c2ccccc2)c(O)c1/C=C1/C(c2ccccc2)=Nc2ccccc21	-7.5	6.4	-29.4	24.2	-14.0	0.8	25.4	1.1	-0.878
O=C1NC(=O)N(c2ccc(Cl)cc2)C(=O)/C1=C\c1ccc(Sc2nc3ccccc3[nH]2)o1	1.4	2.5	-24.4	5.1	-39.5	21.6*	19.0	12.2*	-1.53
N#CC1=C(N)Oc2c(c(=O)oc3ccccc23)C1c1ccncc1 (stereo not given)	3.5	-6.5[20 µM]	-6.8	10.2	-14.4	2.4	2.9	0.9	-0.747
CCCCCCn1c(=O)c(C(=O)Nc2nnc(C)s2)c(O)c2ccccc21	-12.0	-1.7	4.6	/	-64.4	0.7	-0.9	0.9	/
CN1CCN(Cc2ccc(Br)s2)CC1	1.3	-12.4[20 µM]	-5.5	23.5	-50.8	1.1	-1.1	0.6	0.507
O=C1NC(=O)C2(Cc3ccccc3N3CCCC32)C(=O)N1c1ccccc1 (stereo not given)	-1.1	-14.4	3.9	-0.4	-38.1	0.4	-0.7	1.0	0.487
CC12CC[C@H]3[C@@H](CCC4(O)C[C@H](O)CCC34/C=N/NC(=O)c3ccccc3Cl)C1(O)CCC2C1=CC(=O)OC1 (stereo not given in full)	1.6	-15.8	-13.5	3.0	-15.4	0.5	-7.0	0.2	0.305
Cc1ccc(/C=C2\C(=O)NC(=O)N(Cc3ccccc3Cl)C2=O)o1	-7.6	-22.8	-11.4	5.4	4.6	2.8	0.2	0.9	0.572
O=C1CN(C(=O)COC(=O)Cc2ccccc2)c2ccccc2N1	-11.8	-17.4	7.5	20.5	-26.1	0.0	-1.5	-0.2	0.000911
S=C1NCCN1	-6.5	-12.7	-15.2	8.0	9.0	0.4	-2.3	1.4	0.934
O=c1[nH]c(=O)n(CCc2ccccc2)c(O)c1C=NC1CC1	-2.2	-23.6	-10.8	-4.7	-14.1	2.5	3.6	0.8	-0.413
Cc1cccc(OCC(=O)N2CCN(Cc3ccc([N+](=O)[O-])cc3)CC2)c1	-6.2	-28.9	-18.6	/	-26.3	2.1	-3.0	1.1	-0.389

A different layout for part of the listing above.
mol,thrombin 1536,Furin inh,EBV gp42 inh,PPC-1+TRAIL kill,Calpain2 inh,TRPN1 ag,TbHK1 inh,TRPML3 agonist,KCC2 mod
CC12CC[C@H]3[C@@H](CCC4(O)C[C@H](O)CCC34/C=N/NC(=O)c3ccccc3Cl)C1(O)CCC2C1=CC(=O)OC1 (stereo not given in full),1.6,-15.8,-13.5,3.0,-15.4,0.5,-7.0,0.2,0.305
O=c1[nH]c(=O)n(CCc2ccccc2)c(O)c1C=NC1CC1,-2.2,-23.6,-10.8,-4.7,-14.1,2.5,3.6,0.8,-0.413

Next part:
SMILES	thrombin 1536	Furin inh	EBV gp42 inh	PPC-1+TRAIL kill	Calpain2 inh	TRPN1 ag	TbHK1 inh	TRPML3 agonist	KCC2 mod
COc1cccc(NC(=O)CN2CC(c3ccccc3)CC2=O)c1 (stereo not given)	1.1	-33.2	-10.8	4.6	18.3	0.7	-7.5	0.1	-0.626
O=C(Cn1ncc2c3ccccc3n(Cc3ccc(F)cc3)c2c1=O)N1CCC2(CC1)OCCO2	0.9	-4.4[20 µM]	-10.3	18.4	-14.8	1.4	-8.1	-0.5	0.00853
COc1cccc(-n2c(-c3ccoc3)nc3ccccc3c2=O)c1	-5.5	0.5[20 µM]	-12.4	-2.6	15.2	0.3	-33.6	0.1	/
COc1ccc(C(=O)C2CCCN(Cc3ccc(C)s3)C2)cc1OC (stereo not given)	-6.5	-18.1	-5.9	-4.0	-10.1	0.2	-1.0	0.5	-0.812
CCC(=NCc1cc(OC)cc(OC)c1)c1c(O)[nH]c(=O)[nH]c1=O	-2.7	-14.8	-25.3	7.0	-11.3	-0.7	-10.9	-0.1	0.82
CN1CCN(c2ccc(NC(=O)Oc3ccccc3)cc2)CC1	-6.4	-11.3[20 µM]	-5.4	-0.2	-34.0	0.0	0.5	0.4	/
Cn1c(=O)cc(SCC(=O)N2CCC3(CC2)OCCO3)c2ccccc21	3.9	-22.0	0.8	12.1	16.8	1.3	-7.2	0.7	-0.0387
c1cnc2c(c1)ccc1ncccc12	-1.0	-23.7	-3.1	24.0	-8.0	2.9	-9.8	1.0	0.00396
C(#CCN1CCOCC1)COCc1ccccc1	-1.5	-28.8	-12.3	18.1	-29.2	2.2	-3.1	0.6	-0.449
COc1ccc(-c2nc(CSCC(=O)N3CCC4(CC3)OCCO4)c(C)o2)cc1OC	-8.3	-16.1	-3.8	9.0	-52.6	1.3	-2.1	0.4	/
COc1ccc(Cl)cc1C(=O)C1CCCN(CCO)C1 (stereo not given)	-1.2	-28.5	-9.4	-11.2	-51.0	1.0	-1.3	1.0	-0.242
CCN(N=Nc1nonc1OC)c1nonc1OC	-2.5	-13.7[20 µM]	-5.7	37.4	-7.5	-0.1	-13.7	-0.3	0.9
COc1ccc(CN2C(=O)NC(=O)/C(=C\c3ccc(OC)c(OC)c3OC)C2=O)cc1	12.8	-22.0	11.6	27.9	-6.3	1.9	-3.6	0.7	0.321
CCC(=NCCC1=CCCCC1)c1c(O)[nH]c(=O)[nH]c1=O	4.7	-13.2	-19.4	8.4	-2.4	-1.6	-0.8	0.4	-0.462
COc1cc(OC)cc(C2(C#N)CCN(C)CC2)c1	-2.5	-13.2	-6.0	-1.2	-1.5	1.8	-7.7	0.0	-0.32
CCN1C(=O)C(=Cc2ccc(C)s2)C(=O)N(CC)C1=S	3.5	2.9	5.9	-7.3	-24.2	2.4	43.7	0.3	0.885
O=C(Nc1ccc(Cl)cc1C(=O)c1ccccc1)c1ccccc1	-3.8	-12.7	1.6	10.3	-3.8	-0.4	-0.3	0.1	-0.607
COc1cc2c(cc1OC)-c1c(OC)c(OC)cc3c1[C@H](C2)[N+](C)(C)CC3	0.6	-23.1	-32.6	10.7	-19.6	0.8	2.8	0.8	3.08*
CN1CCC(N2CC3CC(C2)c2cccc(=O)n2C3)CC1 (stereo not given)	3.7	-11.9	-4.4	-24.3	-14.6	1.3	-2.7	0.5	-0.949
CCN(CC)CCN/N=C(\C)c1c(O)[nH]c(=O)[nH]c1=O	-7.1	-12.3	-23.0	2.1	1.0	1.6	-9.9	1.1	1.58
CN1C(=O)/C(=C/c2cccn2-c2ccc3ccccc3c2)C(=O)NC1=S	-2.6	-1.5[20 µM]	-5.5	20.3	-81.1	-0.3	36.2	-0.1	-0.0111
CCCCCCNC(=O)N[C@H](Cc1ccc(O)cc1)C(=O)NCCC[C@H]1CN2C(=NC[C@H]2CCC)N1CC1CCC1	-2.0	5.6	-24.1	4.6	23.8	/	27.5	/	0.994
Oc1ccc(/C=N/NP(=S)(c2ccccc2)c2ccccc2)cc1O	3.0	-16.2[20 µM]	-11.5	-16.3	-0.8	-1.2	-15.2	0.1	-0.555
Cc1ccc(-n2c(O)c(C=N)c(=O)n(-c3ccc(C)cc3)c2=O)cc1	-7.5	-7.6	-7.9	22.1	8.8	0.3	4.8	0.3	/

Brought forward from above: 5 entries, followed by the next part.
SMILES	thrombin 1536	Furin inh	EBV gp42 inh	PPC-1+TRAIL kill	Calpain2 inh	TRPN1 ag	TbHK1 inh	TRPML3 agonist	KCC2 mod
CCN(CC)CCN/N=C(\C)c1c(O)[nH]c(=O)[nH]c1=O	-7.1	-12.3	-23.0	2.1	1.0	1.6	-9.9	1.1	1.58
CN1C(=O)/C(=C/c2cccn2-c2ccc3ccccc3c2)C(=O)NC1=S	-2.6	-1.5[20 µM]	-5.5	20.3	-81.1	-0.3	36.2	-0.1	-0.0111
CCCCCCNC(=O)N[C@H](Cc1ccc(O)cc1)C(=O)NCCC[C@H]1CN2C(=NC[C@H]2CCC)N1CC1CCC1	-2.0	5.6	-24.1	4.6	23.8	/	27.5	/	0.994
Oc1ccc(/C=N/NP(=S)(c2ccccc2)c2ccccc2)cc1O	3.0	-16.2[20 µM]	-11.5	-16.3	-0.8	-1.2	-15.2	0.1	-0.555
Cc1ccc(-n2c(O)c(C=N)c(=O)n(-c3ccc(C)cc3)c2=O)cc1	-7.5	-7.6	-7.9	22.1	8.8	0.3	4.8	0.3	/
CC(=Nc1ccc2c(c1)CCC2)c1c(O)n(C2CCCCC2)c(=O)[nH]c1=O	10.7	-4.3	-44.1	7.1	14.1	0.4	2.0	0.7	1.04
O=S(=O)(c1ccccc1)N1CCCCC1c1cccnc1 (stereo not given)	5.2	-5.9[20 µM]	-32.2	3.2	6.3	0.2	3.3	0.2	/
COC(=O)C(O)(c1ccc(N(C)C(=O)c2ccc(Cl)c(Cl)c2)cc1)C(F)(F)F (stereo not given)	-3.2	-13.4	8.2	10.3	-0.2	2.1	-13.3	0.8	1.44
CCOC(=O)C1(CCc2ccccc2)CCN(Cc2cccc3c2OCO3)CC1	-0.8	-19.5	0.5	5.4	32.9	-1.5	14.9	0.2	1.11
CCCCN1C(=O)NC(=O)C2(Cc3c(nc4ccccn4c3=O)N3CCc4ccccc4C32)C1=O (stereo not given)	44.8*	-18.9	-7.8	-3.2	-22.9	1.0	1.2	1.3	0.164
CN1Cc2cccnc2N(C)Cc2cc(Cl)ccc21	-7.3	10.8	-7.8	-5.0	-1.9	-2.5	-4.7	6.9	-2.25
O=c1[nH]c(O)c(/C=C2/C=CC(c3cc(Cl)ccc3Cl)=N2)c(=O)[nH]1	-8.0	0.2	27.0	8.9	-35.4	0.4	16.8	1.4	/
C/C(=N\Nc1cccc2ccccc12)c1c(O)n(Cc2ccccc2)c(=O)[nH]c1=O	-6.8	-1.2	-22.2	17.0	-42.5	-0.6	-10.0	0.8	-0.425
CCCCCn1c(=O)c(C(=O)NCc2ccncc2)c(O)c2ccccc21	6.5	-15.2	-25.8	1.7	-14.4	-1.1	-8.3	-1.1	/
OC(c1ccccc1)(c1ccccc1)C1CN2CCC1CC2 (stereo not given)	-6.7	-20.0	-14.5	2.8	-11.8	0.3	-1.9	0.2	0.838
C=CCn1c(O)c(C=NCCN2CCOCC2)c(=O)[nH]c1=S	-2.3	-0.6	-7.6	13.6	4.9	1.5	-28.4	0.9	0.0647
CCCCc1nc2ccccc2c(=O)n1-c1ccc(Cl)cc1[N+](=O)[O-]	-0.5	-26.4[20 µM]	5.2	9.2	9.0	-0.8	2.5	-0.1	/
C=CCn1c(O)c(C(CC)=Nc2ccc(NC(C)=O)cc2)c(=O)[nH]c1=O	0.7	-12.9	-11.5	0.6	2.8	0.7	-30.1	0.6	-0.964
CCOP(=O)(OCC)C(NC(=O)c1ccc(Cl)cc1)=C(Cl)Cl	-6.0	-24.5[20 µM]	-12.1	14.9	-4.2	1.6	-2.7	-0.3	/
COc1cccc(C2C([N+](=O)[O-])=C(N)Oc3c2c(=O)oc2ccccc32)c1 (stereo not given)	2.4	2.3[20 µM]	-7.8	22.3	-14.9	-0.1	-8.7	-0.2	0.224
CCOC(C(=O)OCC(O)CN(CC)CC)(c1ccccc1)c1ccccc1 (stereo not given)	3.2	-21.1	-5.0	14.2	-11.2	0.5	4.3	-0.2	/

Screening results deposited in PubChem by several laboratories.
